Source: PubChem (several laboratories)
MOR-DOR inv ag – inverse agonists of MOR-DOR heterodimerization, primary screen, cell-based, luminescence; Mu-type opioid receptor (Homo sapiens) + Delta-type opioid receptor (Homo sapiens), …; cell-based MOR-DOR heterodimer luminescence, inverse agonism; inhibition, % at 9.3 µM; 0.21% of 340,000 active; AID 504357, 2011; in the data active = inhibition above about 22%, passing the limit was not always enough;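 note: 0% = cells with DMSO and 100% = wells without cells with DMSO; values of inactives mirror those of a sister screen read the other way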
HTR5A inv ag – HTR5A inverse agonists in luminescence cell assay, primary screen, counter-screen for OPRM1-OPRD1 heterodimer inverse agonist project, full-deck HTS | 5-hydroxytryptamine receptor 5A (Homo sapiens), P47898 | HTR5A cell line, inverse agonism | inhibition, % at 9.3 µM | 0.083% of 340,000 active | AID 504634, 2011; in the data active = inhibition mostly above about 23%, no sharp cut-off; inactive = mostly below about 18%;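 note: 0% = cells with DMSO and 100% = no-cell wells with DMSO; some compounds called inactive have numbers as strong as hits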
Target sequence (P47898 whole entry, looked up): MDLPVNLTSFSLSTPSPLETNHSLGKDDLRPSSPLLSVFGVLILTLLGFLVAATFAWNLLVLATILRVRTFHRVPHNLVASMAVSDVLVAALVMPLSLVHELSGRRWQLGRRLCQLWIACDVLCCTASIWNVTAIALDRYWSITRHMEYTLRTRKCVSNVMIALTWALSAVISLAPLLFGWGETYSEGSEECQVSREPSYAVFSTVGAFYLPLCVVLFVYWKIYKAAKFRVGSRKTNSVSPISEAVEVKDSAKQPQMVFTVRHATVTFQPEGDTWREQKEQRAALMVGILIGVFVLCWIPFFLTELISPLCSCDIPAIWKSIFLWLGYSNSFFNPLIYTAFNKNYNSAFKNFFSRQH
OPRM1-OPRD1 ag – agonists of OPRM1-OPRD1 heterodimerization, primary screen, cell-based, luminescence; cells; activation, % at 9.3 µM; 0.3% of 340,000 active; AID 504326, 2011; Mu-type opioid receptor (Homo sapiens) + Delta-type opioid receptor (Homo sapiens), …; in the data active = activation above about 18%;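 note: 0% = vehicle-treated cells and 100% = reference agonist; values of inactives mirror those of a sister screen read the other way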
Keap1 Nrf2 FP – Keap1-Nrf2 protein-protein interaction inhibitors, primary screen, biochemical, fluorescence polarization, single point | Kelch-like ECH-associated protein 1 (Homo sapiens), Q14145 | Keap1 Kelch-Nrf2 peptide fluorescence polarization, 1536-well | inhibition, % at 9.4 µM | 0.15% of 340,000 active | AID 504523, 2011; in the data active = inhibition above about 12%;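 note: human Keap1 Kelch domain with fluorescein labeled Nrf2 9mer peptide probe; 0% = neutral control wells and 100% = peptide positive control; higher means more block of Keap1 binding to Nrf2 peptide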
Target sequence (Q14145 whole entry, looked up, the tested form may be a part): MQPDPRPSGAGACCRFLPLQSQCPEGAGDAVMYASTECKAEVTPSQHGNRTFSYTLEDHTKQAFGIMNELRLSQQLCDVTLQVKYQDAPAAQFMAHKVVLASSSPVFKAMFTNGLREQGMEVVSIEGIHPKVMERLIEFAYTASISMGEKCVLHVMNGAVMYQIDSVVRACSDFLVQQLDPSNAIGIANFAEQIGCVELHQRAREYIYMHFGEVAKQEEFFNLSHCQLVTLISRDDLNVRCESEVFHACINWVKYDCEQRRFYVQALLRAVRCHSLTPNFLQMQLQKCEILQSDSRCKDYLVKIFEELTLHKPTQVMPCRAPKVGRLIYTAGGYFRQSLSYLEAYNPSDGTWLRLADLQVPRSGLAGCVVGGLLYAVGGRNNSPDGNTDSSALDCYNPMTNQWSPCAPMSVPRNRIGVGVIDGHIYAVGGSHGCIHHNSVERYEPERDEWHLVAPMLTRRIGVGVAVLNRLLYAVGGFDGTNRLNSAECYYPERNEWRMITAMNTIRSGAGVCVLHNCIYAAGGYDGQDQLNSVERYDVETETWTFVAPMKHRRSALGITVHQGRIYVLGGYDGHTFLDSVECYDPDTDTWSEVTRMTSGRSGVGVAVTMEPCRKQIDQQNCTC
RTF Ca sens act – cardiac RTF calcium sensitivity activators, primary screen, biochemical, IANBD-TnC fluorescence, EC20 calcium. IANBD-labeled TnC RTF fluorescence at EC20 calcium; 0% EC20 calcium, 100% full calcium. 0.24% of 340,000 active. AID 493008, 2010. activation, % at 7.2 µM;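 active = activation above the mean over all tested compounds plus 3 SD, cut at about 30% in these data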;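 note: rise in fluorescence read as greater calcium sensitivity of cardiac thin filaments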
RTF Ca sens inh – cardiac RTF calcium sensitivity inhibitors, primary screen, biochemical, IANBD-TnC fluorescence, EC70 calcium; inhibition, % at 7.15 µM; AID 493244, 2011; 0.12% of 340,000 active; IANBD-labeled cardiac RTF, Ca2+ fluorescence;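 active = inhibition above the mean inhibition of all tested compounds plus 3 SD, cut at about 17% in these data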;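 note: assay run at fixed EC70 calcium of 1.6 mM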
HTR5A ag – HTR5A agonists in luminescence cell assay, primary screen, counter-screen for OPRM1-OPRD1 heterodimer agonist project, full-deck HTS; 5-hydroxytryptamine receptor 5A (Homo sapiens), P47898; cell-based; activation, % at 9.3 µM; 0.61% of 340,000 active; AID 504692, 2011; in the data active = activation mostly above about 9.5%, no sharp cut-off; inactive = mostly below about 7.6%;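 note: 0% = cells with vehicle only and 100% = reference agonist; strong numbers were not always called active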
LANA DNA inh – inhibitors of KSHV C-LANA binding to DNA, primary screen, biochemical, fluorescence polarization, FAM-LBS DNA, MBP-C-LANA, single point | Kaposi's sarcoma herpesvirus LANA C-terminal domain (residues 932-1162) DNA binding | inhibition, % at 9 µM | 0.078% of 340,000 active;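 active = highest replicate inhibition at or above 60% at 9 µM, even if other replicates fall short; inactive = all replicates below 60% inhibition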;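 note: 0% = neutral control wells and 100% = 4 µM acridine orange control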
CAL PDZ FP – untagged CAL PDZ binding inhibitors, primary screen, biochemical, fluorescence polarization, HTS | Golgi-associated PDZ and coiled-coil motif-containing protein (Homo sapiens), Q9HD26 | purified CAL PDZ, TMR-peptide fluorescence polarization, 1 h | inhibition, % at 24.9 µM | 0.92% of 300,000 active | AID 602252, 2012;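 active = mean inhibition of at least 30% with at least half of replicates also reaching 30%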;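 note: 0% = DMSO neutral control and 100% = excess unlabeled competitor peptide PRC23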
V-ATPase pHluor – regulators of yeast V-ATPase proton pumping, primary screen, pHLuorin cytosolic pH fluorescence | response, % at 10 µM | 0.37% of 350,000 active | S. cerevisiae; in the data active = response mostly above about 7.3%, no sharp cut-off; inactive = mostly below about 5.4%; note: actives read high; inactives centre near 0; some compounds called inactive have numbers as strong as hits; reference of the scale not given here
* = called active by the depositor; · = not tested or not shown.

SMILES	MOR-DOR inv ag	HTR5A inv ag	OPRM1-OPRD1 ag	Keap1 Nrf2 FP	RTF Ca sens act	RTF Ca sens inh	HTR5A ag	LANA DNA inh	CAL PDZ FP	V-ATPase pHluor
CC1CN(c2cc(=O)n(-c3ccccc3)c(=O)[nH]2)CC(C)O1 (stereo unspecified)	5.5	2.3	-0.9	-7.4	0.2	-5.7	-2.4	-0.5	-2.7	0.4
Cc1nn2c(N3CCCC3)cc(C(C)C)nc2c1-c1ccccc1	3.6	-5.7	-0.6	2.5	-1.6	-13.2	0.5	1.0	-4.1	0.8
COCCNC(=O)NC12CC3(C)CC(C)(CC(C)(C3)C1)C2	3.2	15.2	-0.5	-0.4	-7.6	-3.8	-1.1	-1.7	-2.3	·
CCc1nn(CC(=O)NCCCc2ccccc2)c(=O)c2cc3c(OC)cccc3n12	17.1	6.8	-3.4	-3.7	-6.0	-1.2	-1.9	-0.4	-1.5	1.9
Cc1cc(=O)[nH]c2nnc(-c3ccc(Br)cc3)n12	13.6	4.4	-2.4	0.2	-6.8	3.7	-1.1	6.9	1.9	-0.9
O=C(c1ccc(NS(=O)(=O)c2ccc3[nH]c(=O)[nH]c3c2)cc1)N1CCCC(C(F)(F)F)C1 (stereo unspecified)	12.7	-22.6	-1.9	-2.2	0.1	-11.3	4.1	0.7	-4.2	4.0
CCOc1ccc(/C=N/NC(=O)c2ccccc2O)cc1CN1CC2CC(C1)c1cccc(=O)n1C2 (stereo unspecified)	14.0	8.9	-2.6	2.2	-4.2	-9.3	-2.1	-0.4	-5.1	2.6
O=Cc1ccc(OCc2cn(CC(=O)c3ccc(O)cc3)nn2)cc1	20.2	-8.3	-4.3	0.9	-3.0	2.1	2.2	-0.5	-2.5	-4.7
CN(C)c1ccc(C2CC(c3cccc(NS(C)(=O)=O)c3)=NN2C(=O)c2ccccc2)cc1 (stereo unspecified)	8.0	2.5	-1.6	1.2	-1.3	0.1	-1.0	0.9	4.3	-2.6
Cc1cc(Br)ccc1NC(=O)CSc1nnc(CN2CCOCC2)n1C	-1.8	1.9	0.2	-5.5	-6.7	0.9	-0.7	-1.1	-4.0	-0.2
C=CCNc1nc(NCCN2CCOCC2)nc(N2CCOCC2)n1	13.9	0.6	-2.6	3.1	-1.9	-8.2	-0.2	-0.2	0.5	0.8
O=C(CNC(=O)c1ccccc1F)NC1CC1	12.1	-0.2	-2.4	-2.1	-0.8	-3.8	0.1	1.4	3.5	5.8
COC(=O)CSc1nc2cc(C)cc(C)c2cc1C#N	10.8	7.8	-1.9	-7.8	6.8	-8.1	-2.8	8.6	-2.2	-9.2
Nc1nc(-c2cccnc2)nn1S(=O)(=O)c1ccccc1	-6.0	-24.4	1.1	-4.1	2.4	-2.1	-0.7	21.6	-0.1	-0.9
O=C(COc1ccc(-n2cnnn2)cc1)Nc1ccc(F)cc1	4.9	-18.6	-1.1	-0.9	1.1	12.0	7.5	-0.5	·	2.8
O=[N+]([O-])c1ccc(N2CCN(c3ccccc3F)CC2)nc1	1.2	-13.6	-0.2	1.4	1.1	-11.5	3.7	3.1	-2.3	3.8
COc1cccc(CNC(=O)COC(=O)c2nc(Cl)c(Cl)c(Cl)c2Cl)c1	10.0	-16.6	-2.6	-1.3	-2.5	7.3	0.2	-0.9	·	0.9
O=C(Nc1ccccc1)Nc1cccc(NC(=O)Nc2ccccc2)c1F	-2.3	-13.6	0.5	1.7	-7.5	3.1	3.9	-1.2	-1.1	-2.1
CCc1ccc(-c2cc(C(=O)N/N=C/c3ccccn3)[nH]n2)cc1	-7.6	8.8	1.4	1.4	1.3	-3.1	-3.6	0.6	-3.0	-0.3
CCOCc1cn(CC(=O)c2ccc([N+](=O)[O-])cc2)c(C)nc1=N	-20.2	-1.3	3.5	-4.0	13.8	2.2	-2.1	-0.2	-2.6	0.8
O=[N+]([O-])c1cccc(S(=O)(=O)NCCc2cn3ccccc3n2)c1	1.6	0.6	-0.3	-0.1	1.7	0.6	-0.2	2.3	-3.3	-13.1
Cc1cccc(C(=O)NC2CCCCCCC2)c1	2.0	8.1	-0.4	-5.3	-6.6	-2.1	-2.1	-0.9	-3.9	-3.0
Cc1ccc(S(=O)(=O)Nc2c(O)c3ccccc3oc2=O)cc1C	14.6	3.1	-2.7	-0.8	5.8	3.8	-1.1	0.3	-3.3	3.6
CSc1ccc(-c2nc(CN3CCCCC3c3cccnc3)c(C)o2)cc1 (stereo unspecified)	-15.6	-21.2	3.0	-4.3	1.1	2.0	6.7	0.1	-3.1	-1.6
COc1ccc(S(=O)(=O)Nc2ccc(-c3ccc(N4CCCC4)nn3)cc2)cc1C	-8.9	9.6	1.4	-0.7	-12.2	-10.0	-5.4	-0.5	·	-2.0

Results in Keap1 Nrf2 FP (4 entries from above):
molecule	Keap1 Nrf2 FP
O=C(CNC(=O)c1ccccc1F)NC1CC1	-2.1
COC(=O)CSc1nc2cc(C)cc(C)c2cc1C#N	-7.8
Nc1nc(-c2cccnc2)nn1S(=O)(=O)c1ccccc1	-4.1
O=C(COc1ccc(-n2cnnn2)cc1)Nc1ccc(F)cc1	-0.9

More records follow.
SMILES	MOR-DOR inv ag	HTR5A inv ag	OPRM1-OPRD1 ag	Keap1 Nrf2 FP	RTF Ca sens act	RTF Ca sens inh	HTR5A ag	LANA DNA inh	CAL PDZ FP	V-ATPase pHluor
Cc1cc(=O)[nH]c(-n2ncc(C#N)c2N)n1	15.4	1.6	-3.0	-5.7	-4.2	-0.6	-0.6	0.6	-3.5	1.9
CCN1CCN(c2ccc(S(=O)(=O)N3CCOCC3)cc2NC(=O)c2ccc(C)cc2C)CC1	2.2	9.5	-0.5	-2.2	2.1	2.8	-3.4	-4.1	7.8	-2.6
COc1cc(C(=O)N2CCN(Cc3ccccn3)CC2)cc(OC)c1OC	13.5	3.2	-3.0	-2.1	-4.9	2.5	-0.9	1.0	·	-2.6
O=C(/C=C/c1ccccc1)CC(O)(c1ccccc1)C(F)(F)F (stereo unspecified)	-42.8	-6.0	7.4	-5.2	4.1	-0.2	-1.8	-0.7	-0.7	-0.2
COc1cc(NS(=O)(=O)c2ccc(NC(=O)CCC(=O)O)cc2)nc(OC)n1	20.5	-5.1	-3.7	-4.7	-4.8	-3.7	1.3	1.4	-7.6	0.6
Cc1ccc2c(c1)N(Cc1cccc(C#N)c1)C=NS2(=O)=O	10.7	16.6	-2.3	-3.1	6.7	-7.0	-4.7	1.3	0.7	1.2
O=C(O)c1ccccc1C(=O)Nc1ccccc1	6.2	9.3	-1.2	-4.7	3.0	-6.6	6.3	0.6	0.5	-1.6
Cc1c(C(=O)N/N=C/c2cccnc2)sc(N)c1C#N	1.7	4.2	-0.4	-4.6	-1.3	-15.1	-1.2	-1.5	-1.8	-0.1
O=C(O)c1cc(=O)c2c(Cl)cc(Cl)cc2[nH]1	10.2	-24.8	-1.9	5.1	5.5	4.3	-1.1	0.8	-3.0	8.1
CCCNc1nc2nc3ccccn3c(=O)c2cc1C(=O)NCCN1CCOCC1	6.4	-11.8	-1.2	-4.4	-1.0	-21.1	4.4	-0.8	9.0	-6.9
COc1ccc(C(C)=O)cc1CSc1nc2nc(C)cc(C)n2n1	-2.7	0.3	0.6	-3.7	7.7	-5.9	-0.1	1.4	23.3	3.1
CN(Cc1ccc(Br)cc1)CC(O)COc1cccc(Br)c1 (stereo unspecified)	-37.5	16.2	5.9	-3.4	-6.5	-6.9	0.8	2.1	·	-4.4
O=C(CSc1nc2ccccc2o1)N/N=C/c1ccco1	16.1	5.8	-3.2	-0.7	1.4	-1.3	4.9	1.8	-0.7	1.9
Cc1ccc2[nH]c(C(=O)N3CCN(C=O)CC3)cc2c1	13.1	6.7	-2.8	-1.5	-2.7	-2.8	-1.8	2.3	·	0.3
O=C(Nc1ccc(-c2nc3ccccc3o2)cc1)C1CCCO1 (stereo unspecified)	9.6	2.5	-1.8	0.3	-0.2	-3.9	5.8	-0.8	·	0.7
Clc1ccc(CNC2CCCC2)cc1	-1.5	-21.9	0.3	-1.8	4.5	-1.8	1.8	1.1	2.0	-0.6
COc1cccc(C(=O)C2CCCN(CC3=Cc4cc(OC)ccc4OC3)C2)c1 (stereo unspecified)	11.7	10.8	-2.4	-6.6	-6.6	6.2	2.6	1.2	-3.5	-1.5
CC1CNC(=S)N(c2ccccc2)C1=O (stereo unspecified)	2.3	-5.0	-0.5	-0.7	-4.6	-4.9	1.3	2.9	-0.6	1.4
Cc1cccc(-c2n[nH]c(=S)n2C)c1	19.8	1.5	-4.1	1.0	-0.4	-2.4	-0.8	-1.2	3.8	5.0
Cc1ccc(C)c(C(=O)CCC(=O)Nc2ccc(N3CCN(C)CC3)cc2C)c1	-2.2	-14.7	0.5	1.3	0.3	-11.7	5.3	9.2	-3.3	-0.3
O=S(=O)(Nc1ncnc2sc3c(c12)CCC3)c1ccc2ccccc2c1	5.8	-16.7	-1.0	-0.6	0.7	0.6	6.1	-0.3	-2.2	0.9
COc1ccc(C)cc1NC(=O)Cn1c(=O)oc2ccccc21	17.4	2.3	-3.6	-1.2	5.5	-8.6	-0.6	-4.0	56.1*	3.6
COc1ccc(NS(=O)(=O)c2cccc(C(=O)NNC(=O)CN3C(=O)NC(C)(C)C3=O)c2)cc1	10.5	-20.7	-2.2	-0.2	3.8	-4.8	-1.5	0.1	·	6.7
COCc1ccc([C@@H]2C[C@H]3CN(Cc4cccnc4)C(=O)[C@]34CCCN24)o1	12.9	24.8	-2.6	-3.7	0.9	-0.6	-1.2	-0.1	4.3	-0.9

Sorted by molar mass (ascending): some entries from above
SMILES	MOR-DOR inv ag	HTR5A inv ag	OPRM1-OPRD1 ag	Keap1 Nrf2 FP	RTF Ca sens act	RTF Ca sens inh	HTR5A ag	LANA DNA inh	CAL PDZ FP	V-ATPase pHluor
Cc1ccc2[nH]c(C(=O)N3CCN(C=O)CC3)cc2c1	13.1	6.7	-2.8	-1.5	-2.7	-2.8	-1.8	2.3	·	0.3
COc1ccc(C(C)=O)cc1CSc1nc2nc(C)cc(C)n2n1	-2.7	0.3	0.6	-3.7	7.7	-5.9	-0.1	1.4	23.3	3.1
COc1cc(NS(=O)(=O)c2ccc(NC(=O)CCC(=O)O)cc2)nc(OC)n1	20.5	-5.1	-3.7	-4.7	-4.8	-3.7	1.3	1.4	-7.6	0.6
